Assay outcomes deposited in PubChem BioAssay by several laboratories.
IDE act = boosts human insulin-degrading enzyme activity in HEK cells; FAbeta-B cleavage, fluorescence polarization; 0% vehicle, 100% cell-free pure enzyme wells; P14735; hit rate 0.073% among 340,000; activation, % at 5.96 µM; AID 493087;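 active = activation above the mean of all tested compounds plus 3 SD, set per screening campaign, cut at about 17% in these data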
MEKK2 mut-MEK5 = signal of MEK5 binding to mutant human MEKK2 PB1 domain. bead flow cytometry, Alexa488-MEK5 binding to MEKK2 mutant. hit rate 0.35% among 290,000. AID 1530. percent response, % at 10 µM; in the data active = percent response above about 24%, passing the limit was not always enough; also: inactives centre near 1; some results filed as inactive read as strong as hits; reference of the scale not given here
p-CIP stab down = p/CIP protein destabilization; AID 1984; hit rate 0.01% among 290,000; Q05BA5; decrease of EGFP signal, % at 10 µM; F442A p/CIP-EGFP cells, EGFP fluorescence, 16 h;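 active = EGFP signal decrease of at least 30% at 10 µM or well 3 SD below plate mean, unless failing retest; inactive = the rest, including hits failing retest or dose response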; also: some compounds called inactive have numbers as strong as hits; many of its hits are not listed in these tables
UBC9 SUMO inh = blocks human SUMOylation mediated by UBC9 | HTRF SUMOylation assay, SAE1/SAE2 + UBC9, in vitro | AID 2006 | P63279 | inhibition, % at 35 µM | hit rate 0.36% among 290,000; in the data active = inhibition above about 50%, passing the limit was not always enough; also: strong numbers were not always called active
NALP1 yeast inh = blocks the NALP1 inflammasome reconstituted in yeast. S. cerevisiae NALP1/ASC/caspase-1 growth, X-gal OD620, 72 h. hit rate 0.61% among 280,000. AID 2071. inhibition, % at 10 µM; in the data active = inhibition mostly above about 24%, no sharp cut-off; inactive = mostly below about 32%; also: some compounds called inactive have numbers as strong as hits
MEKK3 PB1 HTS = modulators (inhibitors or enhancers) of MEK5 binding to human MEKK3 PB1 domain | hit rate 1.4% among 290,000 | bead-based flow cytometry, Alexa488-MEK5 binding to MEKK3; actives lie on both sides; 0 = blocked by unlabeled MEK5, 100 = vehicle | binding response (% of control), % at 10 µM | AID 1529;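 active = binding response more than 3 SD above or below the average of its plate-row segment, actives on both sides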;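 also: Alexa488 bead fluorescence after subtracting the streptavidin-only scavenger bead signal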
MEKK2 WT-MEK5 = raises or lowers MEK5 binding to wildtype human MEKK2 PB1 domain | Q9Y2U5 | bead flow cytometry, Alexa488-MEK5 binding to MEKK2 WT; actives lie on both sides | binding response (% of control), % at 10 µM | hit rate 1.1% among 290,000; in the data active = binding response below about 67% or above about 130%
IDE inh = inhibitors of human insulin-degrading enzyme in cells. P14735. HEK cells, FAbetaB cleavage, fluorescence polarization. inhibition, % at 5.59 µM. hit rate 0.41% among 320,000;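 active = percent inhibition above the average of all tested compounds plus 3 SD, set per screening campaign, cut at about 16% in these data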;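 also: IDE supplied by intact live HEK cells; FP after avidin binding of uncleaved biotin substrate so inhibition keeps polarization high; 0% = DMSO wells and 100% = 60 µM reference IDE inhibitor Ii1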
PfM18AAP inh = blocks P. falciparum M18 aspartyl aminopeptidase; recombinant PfM18AAP, H-Glu-NHMec fluorogenic cleavage; inhibition, % at 7.35 µM; hit rate 1.2% among 290,000;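 active = inhibition above the campaign mean inhibition over all tested compounds plus 3 SD, cut at about 28% in these data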;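 also: 0% = plate median of test compound wells and 100% = 2 mM ZnCl2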
An asterisk follows results filed as active; x = not tested or not shown; [ ] = remark or other dose. An excerpt; the hit share may differ from the screen's.

Structure	IDE act	MEKK2 mut-MEK5	p-CIP stab down	UBC9 SUMO inh	NALP1 yeast inh	MEKK3 PB1 HTS	MEKK2 WT-MEK5	IDE inh	PfM18AAP inh
Nc1nc(CSC(=S)N2CCN(c3ccccc3)CC2)nc(Nc2ccc(F)cc2)n1	-6	-2	-22	-28	16	110	104	12	-5
CCOC(=O)c1nn(C)c(C)c1Cl	0	3	-6	23	18	109	105	5	-4
O=C(NC(=S)NCc1ccccc1)c1ccc(Br)o1	-2	3	31	7	3	103	107	-1	-3
O=c1c2cc3c(cc2[nH]c(=S)n1CCN1CCOCC1)OCO3	4	-2	8	21	-1	98	101	0	7
CCS(=O)(=O)c1nc2ccccc2n1CC(=O)N1CCOCC1	-2	8	1	-3	26	107	106	-4	0
C=C1CC(C(=O)N/N=C/c2ccc(O)cc2)C1	2	-1	-5	-5	22	95	96	5	-8
Cc1noc(C)c1C(=O)N1CCCC1	6	1	-12	0	0	104	105	-5	-4
CN(C)/C=C/C(=O)c1ccc(Br)cc1	5	1	6	21	13	99	94	4	1
COc1ccc(C(=O)C(OC(=O)c2ccc(C)c(NC(C)=O)c2)c2ccccc2)cc1 (stereo not drawn)	-3	-2	-11	-13	25	100	98	8	-6
CC(NCC1(N2CCOCC2)CCCCC1)C(=O)Nc1ccc(Cl)cc1Cl (stereo not drawn)	1	9	7	-5	2	104	110	-7	0
COCCn1c(-c2ccc(NC(C)=O)cc2)nc2c1c(=O)[nH]c(=O)n2CC(C)C	4	-5	-6	4	4	99	97	1	-12
Cc1cc(C)cc(N(CCC(=O)Nc2nnc(C)s2)S(=O)(=O)c2ccc(Cl)cc2)c1	4	1	8	-10	17	101	97	7	4
CCCCCCN(C(=O)CCCCCN1C(=O)NC(c2ccc(-c3ccccc3)cc2)C(C(=O)OCc2ccccc2)=C1C)C(C(=O)NCCCC)c1ccc(O)c(C(=O)OC)c1 (stereo not drawn)	x	1	-2	1	25	51	52	x	x
CC(C)c1ccc(C(C)NCCS(=O)(=O)c2ccc(Cl)cc2)cc1 (stereo not drawn)	0	9	2	1	14	102	108	0	4
Cc1cccc(-n2c(SCC(=O)N3CC(=O)Nc4ccccc43)nc3ccccc3c2=O)c1C	4	2	-17	-2	36	99	97	4	2
O=C(Nc1ccccc1Cl)c1ccc([N+](=O)[O-])o1	0	8	-1	-2	12	103	103	3	2
CCN(Cc1ccccc1)S(=O)(=O)c1cc(C(=O)NC(C)C2CC3CCC2C3)ccc1OC (stereo not drawn)	5	1	-5	-25	36	101	105	-2	-13
CCOC(=O)Cc1csc(NC(=O)CSc2nnc(-c3ccc(OC)cc3)n2C)n1	-3	1	-6	20	-6	101	96	9	1
COc1ccc(CC2S/C(=C(\C#N)C(=O)NCc3ccco3)N(c3ccc(C)cc3)C2=O)cc1 (stereo not drawn)	1	9	0	2	11	110	107	3	10
COc1ccc2c(c1)c(CC(=O)Nc1ccccc1OC)c(C)n2C(=O)c1ccc(Cl)cc1	3	1	-8	-7	23	96	106	3	0
O=C(NC1CCS(=O)(=O)C1)Oc1ccc(Cl)cc1 (stereo not drawn)	-2	-5	2	0	21	100	98	8	2
Cc1ccc2c(c1)CCCN2C(=O)c1ccco1	2	3	-2	-9	13	96	98	1	-4
O=C(NC1CC1)c1ccc2snnc2c1	-3	0	0	5	10	100	98	3	-1
CCn1cc(/C=C(\NC(=O)c2cc(OC)c(OC)c(OC)c2)C(=O)NCCCN2CCOCC2)c2ccccc21	3	9	-4	-1	5	105	108	0	3
Cc1cc(C)n(-c2ccc(NC(=O)C3CCCCN3C(=O)c3cccs3)cc2)n1 (stereo not drawn)	3	6	-6	19	18	102	102	-2	11
NC(=O)CS(=O)(=O)c1nc2ccccc2n1Cc1ccccn1	-3	10	9	-3	-21	107	106	3	6
O=C(CCN1C(=O)/C(=C/c2ccccc2Cl)SC1=S)NCCCN1CCOCC1	-5	6	-5	-3	-18	103	116	12	24
O=C(Cn1cnc(S(=O)(=O)N2CCCCC2)c1)N1CCN(c2ccc([N+](=O)[O-])cc2)CC1	-2	-5	-18	6	-2	95	93	2	3
Cc1ccc(-n2nnnc2SCC(=O)NC(C(=O)O)(c2ccccc2)c2ccccc2)cc1C	0	-8	-5	7	2	95	86	-3	-21
Cc1ccc(CN(C)C(=O)C2CCC(=O)N(C3CCCCCC3)C2)cc1 (stereo not drawn)	-4	5	-7	11	-2	96	99	2	-2

Sorted by heavy-atom count (ascending): part of the list above.
Structure	IDE act	MEKK2 mut-MEK5	p-CIP stab down	UBC9 SUMO inh	NALP1 yeast inh	MEKK3 PB1 HTS	MEKK2 WT-MEK5	IDE inh	PfM18AAP inh
NC(=O)CS(=O)(=O)c1nc2ccccc2n1Cc1ccccn1	-3	10	9	-3	-21	107	106	3	6
Cc1cc(C)cc(N(CCC(=O)Nc2nnc(C)s2)S(=O)(=O)c2ccc(Cl)cc2)c1	4	1	8	-10	17	101	97	7	4
COc1ccc(C(=O)C(OC(=O)c2ccc(C)c(NC(C)=O)c2)c2ccccc2)cc1 (stereo not drawn)	-3	-2	-11	-13	25	100	98	8	-6

Following part
Structure	IDE act	MEKK2 mut-MEK5	p-CIP stab down	UBC9 SUMO inh	NALP1 yeast inh	MEKK3 PB1 HTS	MEKK2 WT-MEK5	IDE inh	PfM18AAP inh
C/C(=N\NC(=O)c1ccn(C)n1)c1ccc(NC(=O)C2CCC2)cc1	8	-2	-2	-2	0	102	103	x	-2
O=C(Nc1ncc2c(n1)-c1ccccc1CC2)c1ccc(Cl)cc1	3	6	15	1	-1	105	107	-1	2
CC(=O)c1c(C(C)=O)c(C)n(-c2nc(-c3cccs3)c(C)s2)c1C	-2	4	8	-9	0	104	110	-2	2
CC(C)(C)n1c(O)c2ccc(C(=O)N=NC(=O)c3ccccc3)cc2c1O	3	4	-9	8	31	106	106	-1	-2
CCOc1ccc(-c2c(C)sc3nc[nH]c(=O)c23)cc1	-2	7	-11	2	16	104	112	-1	-2
CCOC(=O)N1CCN(C(=O)c2ccc3c(=O)n(CCc4ccc(OC)c(OC)c4)c(=O)[nH]c3c2)CC1	2	1	9	3	20	99	102	0	4
CC(=O)c1ccc(NC(=O)/C(Cl)=C/c2ccccc2)cc1	3	3	1	19	15	114	105	2	9
CCC(COC(=O)Nc1ccccc1)NC(=O)OC(C)C (stereo not drawn)	5	-3	-6	-1	10	99	96	5	-10
CCc1ccc(-c2csc3ncn(Cc4ccc(C(=O)O)cc4)c(=O)c23)cc1	-1	9	5	18	10	101	104	1	5
CCCC(=O)Nc1ccc(C(=O)NNC(=O)c2ccco2)cc1	7	4	-14	-17	-1	102	102	-2	2
c1ccc(CN2CCC(=NNc3nc4ccccc4[nH]3)CC2)cc1	7	1	-29	-14	-1	99	114	0	28
O=C(NCc1ccccc1F)C1CCCN1C(=O)Nc1ccc(F)cc1 (stereo not drawn)	4	4	-13	8	2	105	108	6	-7
O=C(c1cccs1)N1CCCc2ccccc21	5	8	1	13	-2	115	106	3	-6
CCOC(=O)CN1C(=O)CCSc2ccc(Cl)cc21	4	4	-8	-4	-16	104	100	0	2
CC(C)CC(=O)N1CC(C)N(C(=O)CC(C)C)CC1C (stereo not drawn)	x	4	-16	-2	17	105	107	0	-4
CCCS(=O)(=O)c1c(S(=O)(=O)CCC)c2c(C)cccn2c1C(N)=O	1	16	-3	7	7	106	100	-5	-2
COCCN(CC(=O)NCC1CCCO1)C(=O)CCC(=O)Nc1ccccn1 (stereo not drawn)	-3	-14	0	20	6	84	82	-3	-16
COc1ccc(/C=N/Nc2cc(C)nc(-n3nc(C)cc3C)n2)c(OC)c1	-1	10	-2	-8	32	96	111	1	-4
CCN(CC)CCOC(=O)c1ccc(NC(=O)C(C)NC(=O)C23CC4CC(CC(C4)C2)C3)cc1 (stereo not drawn)	-5	-1	3	-6	28	111	98	5	6
CC(C)n1cnc2c(=S)nc[nH]c21	-5	10	-16	18	4	87	91	1	24
O=C(O)CCN1C(=O)c2ccc(Oc3ccc4c(c3)C(=O)N(CCC(=O)O)C4=O)cc2C1=O	-2	2	-3	23	-18	101	99	-3	-5
COc1cc2c(cc1NC(=S)Nc1cccc(C)c1)oc1ccccc12	4	-2	-2	2	3	97	101	-1	1
O=C(/C=C/c1cccc([N+](=O)[O-])c1)N1CCN(S(=O)(=O)c2cccs2)CC1	3	-8	-9	3	-2	89	86	4	8
O=C(Nc1ccc(Cl)cc1)c1ccc(Br)cc1F	-1	-2	-11	0	12	96	97	3	-8
COc1ccc(CC(=O)O/N=C(\N)c2cccc([N+](=O)[O-])c2)cc1	-3	5	-11	22	34	96	76	-6	-5
COc1ccc(OCC(=O)Nc2c(Cl)ccc3nsnc23)cc1	-4	4	-1	6	-1	104	107	x	0
N#CC(c1cccc(C(F)(F)F)c1)(c1ncc(C(F)(F)F)cc1Cl)N1CCOCC1 (stereo not drawn)	6	-4	-12	7	0	101	100	0	-7
COc1cc(/C=C/C(=O)OCC(=O)Nc2cc(S(=O)(=O)N(C)C)ccc2Cl)ccc1O	4	-19	-1	19	x	87	83	-2	-7
CC(C)CC(NC(=O)CCC(=O)OCC(=O)[C@@]1(O)CCC2[C@@H]3CCC4=CC(=O)C=C[C@]4(C)C3[C@@H](O)C[C@@]21C)C(=O)O (stereo partly drawn)	-2	1	0	-16	16	100	102	0	3
Cc1nn(CC(=O)Nc2ccccc2C(F)(F)F)c(=O)c2cccn12	2	-4	9	-3	11	91	93	1	12
CN(c1ccc(OCC(=O)NCc2cccnc2)cc1)S(=O)(=O)c1ccc(Cl)cc1	6	4	-10	-2	1	107	112	0	0
COc1ccc2c(c1)CC/C2=N\OC(=O)c1ccccc1C	5	-15	15	-1	-5	86	85	-3	-2
O=C1c2ccccc2C(=O)N1SC1CCCCC1	-2	4	-5	2	-10	100	102	2	4
CCC1CC(CSc2ncn[nH]2)OC1=O (stereo not drawn)	7	2	-6	1	-20	100	104	5	2
O=c1[nH]c(/C=C\c2cccnc2)c([N+](=O)[O-])c(=O)[nH]1	5	5	-3	4	1	103	98	4	7
O=C(NCCN1CCN(c2ccccc2)CC1)c1cccc(Cl)c1	-4	8	1	-3	10	104	107	2	6
CCCCOC(=O)n1ccc(C(=O)Nc2ccccc2OC)n1	3	2	-3	-19	-8	99	97	4	-2
O=CNCC(=O)NC1CCCCCC1	-1	-7	-11	33	4	79*[inhibitor]	84	-2	5
CC12CC(NC(=O)N1c1ccc(C(=O)N3CCN(c4ccc(F)cc4)CC3)cc1)c1ccccc1O2 (stereo not drawn)	-2	3	0	-7	-4	102	102	4	1
CC(=O)NCCC(=O)Nc1cc(S(=O)(=O)N2CCOCC2)ccc1N1CCOCC1	2	-6	8	6	-17	109	95	2	3
CCCCC(=O)Oc1cc(C)[nH]c(=O)c1[N+](=O)[O-]	-3	-10	5	22	6	99	88	-1	-2
COc1cc(C2NC(=O)N(C)C(C)=C2C(=O)OCc2ccccc2)cc(Br)c1O (stereo not drawn)	0	6	-2	-1	15	106	110	5	22
CCOC(=O)CNC(=O)c1c(C)nn(C)c1Cl	5	-4	7	0	13	99	96	-4	1
CC(C)c1ccc(C(C(=O)NC(C)(C)C)N(C(=O)CNC(=O)c2ccco2)c2cccnc2)cc1 (stereo not drawn)	4	3	-16	-5	2	96	99	3	-1
COc1cc([C@H](Cc2ccccc2)NC(C)=O)oc(=O)c1	3	2	0	20	0	103	103	9	15
CCCn1cc(S(=O)(=O)CC(=O)Nc2ccc(OC)cc2OC)c2ccccc21	0	1	-1	-5	11	99	101	-1	2
COc1ccc(NC(=O)c2csc(Cc3ccccc3)n2)cc1	5	6	-1	12	10	103	104	-2	1
